HTRA1 inh: inhibitors of human serine peptidase HTRA1; recombinant HTRA1, FP-rhodamine activity-based probe, fluorescence polarization; inhibition, % at 5.96 µM; 0.5% of 340,000 active; AID 504803; in the data active means inhibition above about 36%;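 further: 0% = enzyme with DMSO and 100% = wells lacking enzyme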
Target sequence (Q92743 whole entry, looked up): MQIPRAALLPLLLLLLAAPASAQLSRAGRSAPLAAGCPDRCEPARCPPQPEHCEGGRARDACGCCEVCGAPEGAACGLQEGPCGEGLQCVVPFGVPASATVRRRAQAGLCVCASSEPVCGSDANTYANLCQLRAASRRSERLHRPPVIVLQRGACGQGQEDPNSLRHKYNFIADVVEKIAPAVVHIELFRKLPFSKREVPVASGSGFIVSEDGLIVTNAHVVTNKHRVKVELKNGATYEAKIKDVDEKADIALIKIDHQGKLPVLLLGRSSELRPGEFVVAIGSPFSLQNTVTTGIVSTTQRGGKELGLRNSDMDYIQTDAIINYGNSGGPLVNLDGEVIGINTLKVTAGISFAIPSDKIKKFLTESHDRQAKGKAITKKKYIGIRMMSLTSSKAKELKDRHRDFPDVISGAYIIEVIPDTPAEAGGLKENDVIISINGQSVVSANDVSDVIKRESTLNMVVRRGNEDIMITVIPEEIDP
PRMT1 inh: inhibitors of human PRMT1; recombinant PRMT1, activity-based probe fluorescence polarization; inhibition, % at 2.79 µM; 1.3% of 370,000 active;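 active means inhibition above about 21% made by adding two undisclosed values, limit read from the data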
PG9 binder: binds the HIV-1 gp120 antibody PG9; 0.43% of 360,000 active; TR-FRET gp120-PG9 antibody binding; inhibition, % at 6.7 µM; in the data active means inhibition above about 8.5%
LEDGF integ inh: blocks HIV-1 LEDGF/p75-dependent DNA integration | TR-FRET IN-LEDGF/p75 DNA integration, Eu/Cy5 | inhibition, % at 3.7 µM | 0.64% of 370,000 active;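 active means inhibition above the screen-wide mean plus 3 SD, cut at about 13% in these data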;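 further: signal is the Cy5 over europium emission ratio at 671 and 618 nm; 0% = plate median of compound wells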
TCR-CD3 inh: blocks the human TCR-CD3 interaction | 0.37% of 360,000 active | inhibition, % at 9.4 µM | TAMRA-labeled TCR probe fluorescence, biochemical; in the data active means inhibition above about 19%;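 further: recombinant mutant TCR 2C K166C tagged with TAMRA read by polarization; 0% = receptor in buffer alone and 100% = receptor with positive control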
TDP2 inh: blocks human TDP2 phosphodiesterase activity. O95551. inhibition, % at 12.8 µM. 0.34% of 370,000 active. recombinant TDP2, T5PNP hydrolysis, p-nitrophenol absorbance 415 nm;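 active means inhibition above the mean of all tested compounds plus 3 SD, set per campaign, cut at about 25% in these data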;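 further: 0% = DMSO with enzyme and 100% = buffer with substrate but no TDP2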
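Incubation: 2 h at 37 °C; Test system: recombinant human TDP2; Quantity: enzyme 120 nM; Read-out basis: percent inhibition; Medium: 50 mM Tris-HCl pH 7.5 with Mg2+, KCl, DTT, BSA; Repeats: single replicate; Compound: 12.8 µM single point, 1% DMSO; Signal: epi absorbance; Reagent: 5 mM T5PNP chromogenic substrate; Benchmarks: no-enzyme high, DMSO-plus-enzyme low.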
rCAG binder: binds r(CAG) RNA repeats | r(CAG) RNA repeat, TO-PRO-1 dye displacement fluorescence | inhibition, % at 3 µM | 1.3% of 370,000 active | AID 651821;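 active means inhibition above the plate cutoff, the mean of all test compounds on that plate plus 3 SD, cut at about 35% in these data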;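 further: 0% = DMSO alone and 100% = 100 µM mitoxantrone as full dye displacement; higher means more dye released from RNA so lower well fluorescence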
Rev-erbA mod: modulators of human Rev-erb alpha DNA binding | 0.79% of 370,000 active | Rev-erbα–FITC-DNA binding, fluorescence polarization, 90 min | activity, % at 10 µM | AID 1259318;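 active means activity above about 14%, limit read from the data; passing the limit was not always enough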;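 further: 0% = DMSO wells with 35 nM protein and 100% = DMSO wells with 750 nM protein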
SIAE inh: blocks human sialic acid acetylesterase; Q9HAT2; SIAE FP-Rh probe binding, fluorescence polarization; inhibition, % at 9.66 µM; 0.69% of 370,000 active; AID 1053197;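 active means inhibition above a cutoff: mean of compounds within the control limits plus 3 SD of those, cut at about 17% in these data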;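 further: 0% = plate median of compound wells and 100% = probe without SIAE protein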
ABHD4 inh: ABHD4 (mouse) inhibition, primary FP screen; Q8VD66; purified mABHD4, FP-Rh probe fluorescence polarization; inhibition, % at 8.92 µM; 0.54% of 370,000 active;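 active means inhibition exceeding the mean over every tested compound plus 3 SD, cut at about 30% in these data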;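 further: 0% = plate median of compound wells and 100% = S159A mutant with DMSO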
Target sequence (Q8VD66 whole entry, looked up): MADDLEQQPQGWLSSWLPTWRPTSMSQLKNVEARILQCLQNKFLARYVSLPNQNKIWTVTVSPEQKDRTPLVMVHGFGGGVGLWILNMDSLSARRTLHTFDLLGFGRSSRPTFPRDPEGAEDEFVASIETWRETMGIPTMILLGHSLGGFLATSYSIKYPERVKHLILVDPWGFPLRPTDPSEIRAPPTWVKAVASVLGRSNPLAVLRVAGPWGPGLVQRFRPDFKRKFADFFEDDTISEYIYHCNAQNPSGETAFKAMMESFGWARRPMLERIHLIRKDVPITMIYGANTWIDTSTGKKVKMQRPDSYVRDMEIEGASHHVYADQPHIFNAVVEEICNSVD
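Material: mouse ABHD4 enzyme, wild type; Benchmarks: S159A mutant high control, sample median low control; Buffer or medium: HEPES pH 7.0, NaCl, Pluronic buffer; Signal: fluorescence polarization; Read-out: percent inhibition of probe binding, normalized to plate controls; Timing: pre-incubation 45 min, probe exposure 60 min, at 25 °C; Dosing: 8.92 µM, single dose.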
An asterisk follows results filed as active; x = no result given. Not all compounds are listed, so the mix of outcomes need not match the whole.

Structure	HTRA1 inh	PRMT1 inh	PG9 binder	LEDGF integ inh	TCR-CD3 inh	TDP2 inh	rCAG binder	Rev-erbA mod	SIAE inh	ABHD4 inh
COC(=O)c1cc(NC(=O)CC(=O)c2cccc(N)c2)cc(C(=O)OC)c1	-8	-1	-1.5	-3	-3	1	21	7	-6	17
O=C(Nc1nnc(SCc2ccc(F)cc2)s1)C1Cc2ccccc2CN1C(=O)c1ccco1 (stereo not given)	-26	3	-1.1	0	-1	1	12	0	-13	-21
CCNC(=O)CCSc1nc(C)cc(C)n1	4	11	0.9	-1	2	7	1	-1	5	-5
CC(C(=O)O)n1cc(Cl)cn1 (stereo not given)	x	1	-1.3	-2	-5	-1	-3	0	10	3
CCOc1ccccc1/C=C/C(=O)N1CCN(C(=O)c2ccco2)CC1	6	3	1.0	0	-6	8	5	-2	4	1
Cc1ccc(C(=O)N/N=C\C=C\c2ccccc2[N+](=O)[O-])cn1	4	-3	-4.9	4	-6	-12	2	2	-3	-4
O=C(O)CCCCCNc1nc(=S)[nH]c2ccccc12	3	3	-1.0	-1	-4	3	-2	-2	8	6
CCCCOc1ccc(C(=O)NCC2(c3ccc(OC)cc3)CCOCC2)cc1	-12	0	1.4	-1	1	-10	-9	-6	0	-2
CCN(CC(=O)Nc1ccc(C(=O)OC)cc1)Cc1ccccc1	4	3	-2.0	2	4	-3	-4	3	1	11
Cc1ccc(-c2cc(C(=O)NCCCN3CCOCC3)c3ccccc3n2)cc1	0	1	-1.3	0	-6	13	-5	0	0	1
Cc1cccc(NC(=O)CCS(=O)(=O)c2ccccc2)c1C	x	1	x	-2	x	-5	3	-3	-1	0
COC(=O)Cc1c(C)nc2nc(-c3cccnc3)[nH]n2c1=O	0	1	0.6	-1	0	-10	1	1	2	11
O=C(CSc1nc2ccccc2[nH]1)NCc1ccc2c(c1)OCO2	-4	-1	1.5	-1	2	-9	-3	-2	-3	-1
CCn1c(SCC(=O)N(C)C2CCCCC2)nc2cc(S(N)(=O)=O)ccc21	-2	0	-0.1	4	2	-7	-1	-2	4	-3
CCn1c(SCc2ccc(Cl)cc2Cl)nc2nc3c(cc2c1=O)CCCC3	-2	-3	-1.8	-4	1	-12	-2	6	-10	1
CCOc1ccc(CCNC(=O)CCn2nc(C)c3c(C)n(-c4ccccc4)nc3c2=O)cc1	5	-9	0.6	2	-8	-14	-5	-9	0	-4
COC(=O)c1ccccc1NC(=O)C1CC(=O)N(c2ccccc2)C1 (stereo not given)	4	1	-3.1	6	4	-6	1	-9	-3	-3
Cc1ccc(SCC(=O)OCC(=O)NCCC2=CCCCC2)cc1	6	-2	-0.8	4	1	7	-6	11	0	-4
Nc1cccc(-c2nc3ccc(C(=O)c4ccccc4)cc3[nH]2)c1	-11	-1	1.1	2	-5	15	4	14	-5	13
COc1ccc(NC(=O)c2cc(C3CCCCN3S(=O)(=O)Cc3ccccc3)on2)c(C)c1 (stereo not given)	x	-1	-0.7	-1	4	-3	2	-3	3	-4
CCOC(=O)c1[nH]c2ccc(OC)cc2c1NC(=O)CCN1CCC(C)CC1	x	-1	0.3	-2	-7	15	-9	-1	11	3
O=C(N/N=C\c1cc2c(cc1Cl)OCO2)c1ccc(Br)s1	7	-1	-1.3	1	2	-17	3	3	0	-12
CCCCN(C)C(=O)C1CCN(Cc2cccc(OCc3ccccc3)c2)CC1	-1	-1	-0.8	-1	3	17	-10	-8	3	9
Cn1c(=O)c2ccccc2n(Cc2ccccc2F)c1=O	-6	-1	1.9	2	-7	0	-3	3	0	-7
CC(=O)Nc1ccc(S(=O)(=O)NCC(=O)OCc2ccccc2)cc1	7	-2	-1.3	-1	10	-5	-4	2	6	3

Copied from the list:
Rev-erbA mod result of CCOC(=O)c1[nH]c2ccc(OC)cc2c1NC(=O)CCN1CCC(C)CC1 = -1
SIAE inh result of O=C(Nc1nnc(SCc2ccc(F)cc2)s1)C1Cc2ccccc2CN1C(=O)c1ccco1 (stereo not given) = -13

Carrying on.
Structure	HTRA1 inh	PRMT1 inh	PG9 binder	LEDGF integ inh	TCR-CD3 inh	TDP2 inh	rCAG binder	Rev-erbA mod	SIAE inh	ABHD4 inh
O=c1cc(-c2cccc(F)c2)oc2ccccc12	-2	-6	-1.0	2	8	5	4	-1	0	1
N/C(=N\OC(=O)C1CCCCC1)c1ccccn1	-1	-1	-3.3	-1	-3	-16	-4	1	0	-3
Cc1nnc(Oc2ccc([N+](=O)[O-])cc2)c2ccccc12	7	-3	-2.3	2	7	-8	2	3	4	-1
COc1ccc(S(=O)(=O)N(C)CC(=O)NCCCN2CCOCC2)cc1Cl	-6	-2	-1.8	0	11	13	2	3	1	-2
CC(=O)c1ccccc1NC(=O)COC(=O)/C=C/c1ccc(C)o1	3	8	-0.7	3	-12	-11	-4	3	-3	2
C=C(C)CN(CC)C(=O)CC1C(=O)NCCN1CC(C)(C)C (stereo not given)	1	-6	0.7	2	11	-21	-10	-3	4	1
Cc1cc(C(=O)CSc2nnnn2-c2ccc(O)cc2)c(C)n1C	-7	-5	-0.6	3	11	8	0	-1	7	23
COCCCNC(=O)[C@H](Cc1ccccc1)NC(=O)CC[C@H]1O[C@@H](n2ccc(=O)[nH]c2=O)[C@H](O)[C@@H]1O	x	-3	0.1	0	6	9	1	3	2	5
CCOc1ccc(CCNC(=O)C(C)n2nc(C)n3c(cc4occc43)c2=O)cc1OCC (stereo not given)	3	2	1.5	1	2	9	-6	-2	2	7
CCCNC(=S)NC1CC2CCCC(C1)N2Cc1ccc(F)cc1 (stereo not given)	8	2	1.9	2	0	-5	-7	-1	2	-6
O=C(Nc1cccc2ccccc12)N(CCO)C1CCS(=O)(=O)C1 (stereo not given)	2	-2	-1.0	-2	4	-13	-2	-4	0	5
CN1CCN(Cc2nc3cc(NC(=O)COc4ccc([N+](=O)[O-])cc4)ccc3n2C)CC1	-3	-3	-1.6	2	5	-15	-2	2	-12	-12
COc1ccc(/C=C(\C#N)C(=O)OCC(=O)NC2CC2)cc1	-11	0	-0.4	-2	0	-5	0	3	-3	-2
CCOC(=O)c1cc2c(nc1NC(=S)Nc1ccccc1)CC(C)(C)OC2	-3	-1	-5.1	18*	3	8	2	-2	1	2
Cc1ccc(C(=O)NC(=S)N2CCCCCC2)cc1	3	-3	0.3	4	-5	-3	2	-3	-5	-1
CCN(CC)S(=O)(=O)c1ccc(NCC2COc3ccccc3O2)c([N+](=O)[O-])c1 (stereo not given)	-20	1	-2.3	-1	-3	-11	9	7	1	24
CC1=NC(Nc2nc(C)c3ccccc3n2)=NC(C)(C)C1	-14	0	-3.4	5	6	-3	16	-3	2	1
COc1ccccc1NC(=O)CN(C)S(=O)(=O)c1ccc(F)cc1	3	3	-0.2	1	1	-13	-4	8	-4	-4
COc1cc2nc(NCC3CCCO3)n3nc(-c4cccnc4)nc3c2cc1OC (stereo not given)	0	-5	-1.8	-1	5	5	0	4	0	4
COc1ccc(C(=O)Nc2ccc3[nH]ccc3c2)cc1OC	5	1	-0.5	-3	6	-13	-5	0	-6	4
CC(=O)C(Sc1nc(NC(C)(C)C)nc(N(C)C)n1)C(C)=O	-1	-2	1.5	-1	12	-1	-6	-2	1	-4
CN1c2ccccc2C(O)=C(C(=S)Nc2ccc(Cl)cc2)S1(=O)=O	-14	11	-1.6	5	1	0	68*	-1	-5	-7
CCOc1ccc(NC(=O)CCS(=O)(=O)c2cccc3nsnc23)cc1	-4	3	0.4	4	-4	5	0	3	3	-4
N#Cc1c(N)nc2c(c1N)CC(C(F)(F)F)O2 (stereo not given)	11	-1	-0.6	3	8	5	-3	12	-3	2
O=C(CSc1nnnn1C1CC1)N1CCN(c2ccc(O)cc2)CC1	9	7	-0.3	-2	7	8	5	-38	4	14

Additional results follow:
Structure	HTRA1 inh	PRMT1 inh	PG9 binder	LEDGF integ inh	TCR-CD3 inh	TDP2 inh	rCAG binder	Rev-erbA mod	SIAE inh	ABHD4 inh
CCNC(=S)N(Cc1ccc2c(c1)OCO2)C1CC(=O)N(c2ccc(F)cc2)C1=O (stereo not given)	-11	5	0.8	-6	-2	-14	10	0	-10	-13
CC1(C)CC2CC(C)(CN2/C=N/c2sc3c(c2C#N)CC(C)(C)NC3(C)C)C1 (stereo not given)	x	-1	-2.6	-2	-7	-5	-10	-1	5	12
CCCCNC(=O)c1cc2c(=O)n3cccc(C)c3nc2n(CCN2CCOCC2)c1=N	-5	-1	-2.5	0	-7	1	1	-4	-6	-3
COc1ccc(C2CC(c3cccc(Cl)c3)n3nc(N)nc3N2)cc1 (stereo not given)	0	6	0.7	-1	-2	9	2	0	0	0
CC(=O)c1ccc(NC(=O)COC(=O)c2c[nH]c3ccccc23)cc1	-21	-1	-1.9	-2	-4	-10	3	1	-86	-4
Oc1ccccc1C1=Nc2ncnn2C(c2ccccc2)C1 (stereo not given)	-1	-1	4.6	1	2	-7	-2	-2	0	2
CC1CN(S(=O)(=O)c2ccc(NC(=O)CCN3C(=O)c4ccccc4C3=O)cc2)CC(C)O1 (stereo not given)	-2	1	2.4	3	-7	9	7	-3	-7	0
Cc1cc(C)cc(OCc2nnc(SCC(=O)OC3CCCCC3)o2)c1	1	3	1.9	-1	-7	6	-5	1	4	6
CC1(C)CC(=O)C(C=NCC2CCN(C(=S)Nc3cccc(Cl)c3)CC2)=C(O)C1	-5	7	-2.2	-5	-5	-1	-1	3	1	-6
CC(C)NC(=O)c1ccccc1NC(=O)CCc1ccccc1	7	3	1.3	1	-5	-1	-4	-2	12	1
O=S(=O)(c1cccc(-c2csc(-c3ccccc3)n2)c1)N1CCOCC1	-30	5	0.9	-4	-1	-3	6	3	-15	-15
COCCN(C(=O)COC(=O)CCc1ccccc1OC)c1c(N)n(Cc2ccccc2)c(=O)[nH]c1=O	0	1	-1.2	4	5	1	-6	-5	3	1
Nc1ccnc(C(F)(F)F)c1C(=O)c1ccccc1	7	-2	-0.2	0	6	1	3	-2	3	7
CCn1nc(C)cc1C(=O)N1CCCC(CCC(=O)NCc2ccccc2F)C1 (stereo not given)	5	1	0.2	2	0	-2	-7	0	-5	0
O=S(=O)(NC1CCCC1)c1cc(F)ccc1F	-3	1	0.4	-4	-1	22	-1	-4	2	3
COC(=O)c1ccc(CSc2nc3ccc(S(=O)(=O)N4CCOCC4)cc3[nH]2)cc1	-9	-6	1.6	0	10	2	5	3	-7	-6
N#Cc1cccc(NC(=O)C2SC(=Nc3ccccc3)C(C(=O)N3CCOCC3)=C2N)c1 (stereo not given)	6	2	-2.0	1	4	1	3	9	7	9
CCC(=O)N1c2ccc(S(=O)(=O)NC3CCCCC3)cc2CC1C (stereo not given)	-7	-3	-0.8	3	-3	11	-5	-1	0	2
Cn1cccc1C(=O)OCC(=O)c1ccc(Br)s1	-8	-2	4.6	0	4	0	4	4	-1	3
CCC(C)(C)NC(=O)C(c1ccncc1)N(C(=O)c1sc(C)nc1C)c1ccc(C)cc1 (stereo not given)	12	-4	-0.9	-6	1	0	-8	6	6	3

Compound activity from PubChem BioAssay.
